FBPA coupling cs: coupling enzyme interference in Giardia aldolase counter-screen | coupling enzyme system counterscreen, AmpLite Red fluorescence | activity change, negative = inhibition, % at 58.2 µM, hits read low | 0.67% of 290,000 active; in the data active = activity change below about -30%; also: % is scaled to controls: 0 for no effect and ±100 for the full control effect
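Fluorescence at 525 nm excitation and 598 nm emission measured inhibition of the coupled detection system without aldolase. Compounds (at 57.5 uM final) were preincubated 10 min at room temperature with coupling enzyme reagent before a 20 min substrate/AmpLite Red step.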
GALK inhibitor: inhibitors of human galactokinase; 0.007% of 270,000 active; Potency, µM (highest dose often 57.5 µM), for inactives: at the highest dose activity change, negative = inhibition, most hits filed as inhibitors; P51570; Purified GALK, Kinase-Glo residual ATP luminescence; also: potency is read from the fitted curve at half-maximal effect; % is scaled to controls: 0 for no effect and ±100 for the full control effect
Target sequence (P51570 whole entry, looked up): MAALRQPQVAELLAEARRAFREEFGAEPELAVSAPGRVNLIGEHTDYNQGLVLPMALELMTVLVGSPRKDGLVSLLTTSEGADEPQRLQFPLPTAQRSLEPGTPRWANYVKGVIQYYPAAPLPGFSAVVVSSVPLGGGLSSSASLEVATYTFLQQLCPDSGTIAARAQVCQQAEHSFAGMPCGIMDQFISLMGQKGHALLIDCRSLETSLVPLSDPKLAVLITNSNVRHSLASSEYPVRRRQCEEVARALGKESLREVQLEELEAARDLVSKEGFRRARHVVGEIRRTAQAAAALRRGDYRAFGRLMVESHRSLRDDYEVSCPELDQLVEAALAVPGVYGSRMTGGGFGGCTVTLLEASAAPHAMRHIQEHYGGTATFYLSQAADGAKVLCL
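ATP-depletion format; final 35 uM ATP, 100 uM D-galactose, 5 nM enzyme; pH 8.0 HEPES/Mg2+ buffer; 60 min RT; luminescence read 10 min after detection reagent.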
KCNH2 WT inh: KCNH2 (human, wildtype) channel inhibition; activity change, % at 1.84 µM; 0.37% of 340,000 active; Q12809; U2OS, BacMam KCNH2, thallium flux FluxOr; active compounds read low;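 active = maximum activity change below -70%; inconclusive = maximum activity change between -70% and -50%; inactive = maximum activity change above -50%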; also: % is scaled to controls: 0 for no effect and ±100 for the full control effect
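U2OS cells were transduced with wild-type KCNH2 virus (2.03 x 10^8 / mL) for 4 h at room temperature, then cultured overnight at 37 C. Thallium flux was read with FluxOr dye. Rate constants were normalized to DMSO controls.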
Chronic BCR inh: chronic active BCR signaling inhibition; ABC-DLBCL IkBa-CBG/CBR reporter, luminescence ratio, 4 h; 0.05% of 340,000 active; Potency, µM (highest dose often 46.1 µM), inactives show at the highest dose ratio change, negative = lower green/red ratio, usual class: inhibitors; active = well fitted inhibition curve with a large enough effect in the signal ratio, with a control signal flat, not every such curve was filed as active; inconclusive = small, poorly fitted or top-dose-only effect, or effect the other way, or a change in a side signal; the % refers to the signal ratio;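 also: potency is read from the fitted curve at half-maximal effect; plate controls were basal doxycycline-induced cells for no effect and cells given 10 µM MG132 for full effect; MG132 reads +100%, hits lower the ratio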
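TMD8 human ABC-DLBCL cells with doxycycline-inducible IκBα–green luciferase fusion and unfused red luciferase, in 0.5% FBS medium; compounds up to 46 uM, 4 h at 37C. Green/red luminescence ratio, filter-overlap corrected, fitted to concentration-response curves.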
Tb PFK block: inhibitors of T. brucei phosphofructokinase. O15648. AID 485367. Potency, µM (doses to about 57.5 µM), for inactives: at the highest dose activity, negative = inhibition, actives largely listed as inhibitors. 0.17% of 330,000 active. T. brucei PFK, ADP-Glo luminescence;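 also: potency is read from the fitted curve at half-maximal effect; 0% = uninhibited 1x PFK enzyme wells and -100% = no-enzyme wells; nearly all actives have a fitted effect of over 60% in size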
Target sequence (O15648 whole entry, looked up): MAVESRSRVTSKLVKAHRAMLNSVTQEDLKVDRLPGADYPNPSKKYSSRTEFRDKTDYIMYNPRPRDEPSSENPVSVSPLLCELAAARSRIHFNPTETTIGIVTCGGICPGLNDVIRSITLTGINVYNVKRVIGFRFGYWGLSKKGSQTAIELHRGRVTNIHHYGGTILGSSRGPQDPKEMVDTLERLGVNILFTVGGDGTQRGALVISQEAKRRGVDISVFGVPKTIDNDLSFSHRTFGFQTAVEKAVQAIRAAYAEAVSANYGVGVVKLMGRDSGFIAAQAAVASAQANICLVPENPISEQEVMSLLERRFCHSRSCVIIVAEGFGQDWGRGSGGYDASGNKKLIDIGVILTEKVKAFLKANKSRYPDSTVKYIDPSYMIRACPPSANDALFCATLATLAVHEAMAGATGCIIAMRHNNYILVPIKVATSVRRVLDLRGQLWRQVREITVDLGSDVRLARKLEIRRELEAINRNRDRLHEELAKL
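ADP-Glo luminescence quantified ADP after 45 min at room temperature, with 1.25 nM T. brucei PFK, 0.1 mM ATP and 0.5 mM fructose-6-phosphate in pH 8.0 TEA buffer. qHTS titrations up to 57 µM; curves classified by quality.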
TCR act: activates T cell receptor signaling | primary human leukocytes, anti-CD3, IL-2 HTRF, 48 h | Potency, µM (series often up to 9.22 µM), inactives show top-dose activation of IL-2 secretion, most hits filed as activators | 330,000 tested, under 10 active; also: % of control where 0% means no effect
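Compounds are tested in HTS on primary human leukocytes co-incubated with a-CD3 beads for 48 hr. IL-2 output is measured by time-resolved FRET.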
Giardia killer: Giardia lamblia killing; Giardia lamblia trophozoite viability; activity change, % at 7.66 µM, hits read low; AID 540267; 0.15% of 340,000 active; in the data active = activity change below about -80%; inconclusive = between about -30% and that limit;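 also: parasites exposed to compound for two days anaerobically before the ATP read; % is scaled to controls: 0 for no effect and ±100 for the full control effect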
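Anaerobic 48 hrs incubation at 37 deg C of 100 trophozoites/well with test compounds; ATPLite 1-Step luminescence, 15-30 min RT, reports cellular ATP as viability.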
CXXC DNA block: MLL CXXC-DNA interaction inhibition | Q03164 | MLL-CXXC / FITC-HOXA9 DNA fluorescence polarization | Potency, µM (titrated, usually from 115 µM), for inactives: top-dose activity change, negative = inhibition, most hits filed as inhibitors | 0.037% of 290,000 active; active = well fitted inhibition curve with a large enough effect in the polarisation, with a control signal flat, not every such curve was filed as active; inconclusive = small, poorly fitted or top-dose-only effect, or effect the other way, or a change in a side signal; inactive = no such curve, though single readings can be large or run the other way; the % refers to the polarisation; also: potency is read from the fitted curve at half-maximal effect
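Steps: dispense CXXC domain solution (7 uM) → pin compounds or unlabeled HOX-A9 DNA control → 5 min ambient → add FLSN-HOX-A9 solution (50 nM) → spin → 30 min ambient → fluorescence polarization. Tris pH 7.5/NaCl/DTT/BSA buffer.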
A-T KAP1 phos: potential ataxia-telangiectasia treatments restoring KAP-1 phosphorylation; […] A-T fibroblasts, KAP-1 phosphorylation AlphaLISA; neocarzinostatin DNA damage 30 min before lysis; Potency, µM (highest dose often 57.5 µM), for inactives: top-dose activation, hits mostly activators; 0.19% of 320,000 active; also: potency is read from the fitted curve at half-maximal effect; % of control where 0% means no effect; nearly all actives have a fitted effect of over 45% in size
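hTERT-immortalized A-T patient fibroblasts ([…]), 500 cells/well in OPTI-MEM, 1% FBS, got compounds for 60 min, then NCS for 30 min at 37C. Lysates were then assayed for phospho-KAP-1 by AlphaLISA (anti-pKAP1 donor, anti-KAP1 acceptor beads), 6 hr at 25C.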
TSHR antagonist: antagonists of human thyroid stimulating hormone receptor; P16473; 0.2% of 330,000 active; TSHR-expressing cells, TSH-stimulated cAMP HTRF, 2 h; active compounds read low; AID 504810; activity change, negative = inhibition, % at 11.5 µM;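 active = activity change below a set negative limit, meaning inhibition stronger than a set level, cut at about -70% in these data; inconclusive = activity change between two set negative limits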; also: % is scaled to controls: 0 for no effect and ±100 for the full control effect
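TSHR-expressing cells, 200/well, pre-treated with compound, then stimulated with EC80 TSH (4nM final) for 2 hours at 37 deg C. cAMP measured by competitive HTRF: anti-cAMP cryptate antibody in lysis buffer plus cAMP-d2, read after 30 minutes at room temperature.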
* marks the source's active call; other numbers are inactive results; i = inactive; ? = inconclusive; / = no result given; [ ] = dose if it differs, or a comment. Unless noted, calls follow the shape of the dose curve; as a rule, active = well fitted curve in the direction sought with a large enough effect; inconclusive = small, poorly fitted or top-dose-only effect, or another doubt; inactive = no such curve, though single readings can be large; an effect the other way counts as inactive or inconclusive.

SMILES	FBPA coupling cs	GALK inhibitor	KCNH2 WT inh	Chronic BCR inh	Tb PFK block	TCR act	Giardia killer	CXXC DNA block	A-T KAP1 phos	TSHR antagonist
Clc1ccc(-c2nnc3cccc(Cl)n23)c(Cl)c1	-2	0%	0	-1%	0%	0%	9	0%	/	13
Cc1nn(-c2nc3ccccc3s2)c(C)c1Oc1ccccc1O	-3	-4%	4	?	-5%	10%[46.1 µM]	1	-5%	7%	-3
O=C(O)c1ccc2c(=O)n(-c3ccc(F)c(Cl)c3)c(=S)[nH]c2c1	13	-1%	3	-2%	1%	0%	5	-11%	-1%	-7
CSc1ccc(CN(C)CC(=O)NC(C)c2ccccc2)cc1 (stereo not drawn)	5	-1%	18	2%	-1%	-1%	-7	5%	12%	-24
CCOCc1nnc(NS(C)(=O)=O)s1	0	3%	-20	1%	-3%	-1%	-2	6%	6%	-2
Cc1ccc(C(=O)c2c3ccc(C(F)(F)F)cc3[n+]([O-])n2CCCN)cc1	/	/	-40	-18%	17%	5%	-90*	/	1%	-1
Cc1ccc(S(=O)(=O)c2cc3c(=O)n4cccc(C)c4nc3n(Cc3ccco3)c2=N)cc1C	2	6%	/	3%	-13%	/	/	-5%	11%	20
COc1cccc2cc(C(C)N(CCCN3CCOCC3)C(=S)Nc3cccc(C)c3C)oc12 (stereo not drawn)	0	-4%	30	0%	-2%	4%	1	1%	2%	8
CC1Cc2cc(/C=C3/SC(N4CCC(C(N)=O)CC4)=NC3=O)ccc2O1 (stereo not drawn)	-1	-1%	-8	6%	0%	4%	-7	-1%	-1%	-12
CCCN1C(=S)SC(C)(C)C1/[N+]([O-])=C/c1cccnc1 (stereo not drawn)	4	1%	-2	-10%	-1%	3%	-16	-6%	/	/
CC/C(=N\O)c1ccc(OC)c(OC)c1	0	0%	6	6%	-1%	10%	1	8%	/	27
CC(=O)c1cccc(NC(=O)COC(=O)[C@@H](NC(=O)OCc2ccccc2)C(C)C)c1	5	0%	11	1%	0%	4%[46.1 µM]	6	9%	-1%	0
CCOc1ccc(Oc2ccc(NC(=O)CSc3nncn3C)cc2)cc1	/	/	-3	-1%	5%	3%	41[activator]	/	11%	/
CCOc1ccc(Nc2ncnc3c2cnn3Cc2ccccc2)cc1	-5	3%	-6	2%	3%	4%	-6	4%	-2%	1
CS(=O)(=O)Nc1cccc(C2=NN(S(=O)(=O)c3ccccc3)C(c3ccco3)C2)c1 (stereo not drawn)	1	7%	0	0%	3%	-6%	-18	17%	-3%	-1
COc1ccc(S(=O)(=O)N2CCOC2CNC(=O)C(=O)NCCc2ccccc2)cc1 (stereo not drawn)	-2	/	1	4%	2%	-5%	11	/	6%	27
COc1ccc(CCNC(=O)CSCc2ccc([N+](=O)[O-])cc2)cc1	1	6%	2	0%	-4%	-1%[46.1 µM]	9	3%	-3%	-12
CSc1nc(-c2ccc(F)cc2)cc(=O)[nH]1	-3	/	-7	0%	-4%	-1%[46.1 µM]	0	-7%	2%	-6
c1ccc(CCN(Cc2ccccc2)Cc2nc(C3CC3)no2)cc1	1	5%	6	8%	-18%	4%	3	-7%	17%	11
CC1(C)CC(NS(=O)(=O)c2ccc(C(C)(C)C)cc2)CC(C)(C)N1	2	-5%	-2	-1%	3%	-4%	27	31%[activator]	-4%	35
C/C(=N\Nc1nc2c(s1)CCCC2)c1ccc(Cl)cc1	-1	-3%	-2	5%	-12%	-3%	1	6%	-8%	29
O=C(CSc1nc(O)cc(=O)n1-c1ccc(Cl)c(Cl)c1)Nc1ccc(Cl)cc1Cl	/	-6%	0	2%	4%	2%	3	7%	14%	-5
CCOc1ccc(-n2c(C)cc(/C=C3/C(=N)N4C(=NC3=O)SN=C4S(C)(=O)=O)c2C)cc1	8	0%	/	-7%	1%	-2%	9	6%	-4%	-16
COc1cccc(NC(=O)c2ccccc2-c2ccccc2)c1	0	0%	i	1%	-2%	-4%	-6	0%	4%	-10
CCCn1c2ccc(C)cc2c2nnc(SCCN3CCOCC3)nc21	-3	3%	3	8%	-18%	-1%	8	-8%	-13%	-6
COc1ccc(NC(=O)C2CC(c3ccc(OC)c(OC)c3)=NO2)cc1OC (stereo not drawn)	-13	0%	-8	23%	-2%	-51%	-10	7%	2%	-13
CS(=O)(=O)NN1C(=O)c2ccccc2NC1c1cccs1 (stereo not drawn)	0	0%	-4	-1%	-7%	-4%	44[activator]	3%	2%	0
Cc1ccccc1Cn1cc(NC(=O)c2noc3c2CC(C(C)(C)C)CC3)cn1 (stereo not drawn)	-3	1%	-5	8%	-1%	-2%	10	-2%	-5%	-1
COC(=O)c1ccc(NS(=O)(=O)c2cccc3cccnc23)cc1	1	-2%	-1	?	1%	-6%	2	-6%	-4%	-6
Cc1noc(C)c1C(=O)OCC(=O)NCCC1=CCCCC1	2	0%	-16	6%	3%	-3%	-6	-2%	2%	-3

A run of entries from the list above, as a working copy:
SMILES	FBPA coupling cs	GALK inhibitor	KCNH2 WT inh	Chronic BCR inh	Tb PFK block	TCR act	Giardia killer	CXXC DNA block	A-T KAP1 phos	TSHR antagonist
COC(=O)c1ccc(NS(=O)(=O)c2cccc3cccnc23)cc1	1	-2%	-1	?	1%	-6%	2	-6%	-4%	-6
Cc1noc(C)c1C(=O)OCC(=O)NCCC1=CCCCC1	2	0%	-16	6%	3%	-3%	-6	-2%	2%	-3

The listing continues.
SMILES	FBPA coupling cs	GALK inhibitor	KCNH2 WT inh	Chronic BCR inh	Tb PFK block	TCR act	Giardia killer	CXXC DNA block	A-T KAP1 phos	TSHR antagonist
O=C(NNc1cccc(Cl)n1)C(F)(F)F	-4	1%	-16	?	1%	10%	5	15%	-1%	13
Cc1ccccc1Nc1cc(C(=O)NCC2CCCO2)c2ccccc2n1 (stereo not drawn)	-1	-1%	-17	?	3%	-2%	7	6%	-11%	-5
c1ccc(-c2nc3c4ccccc4ccn3c2CN2CCCCC2)cc1	-4	0%	2	2%	0%	-1%	-9	5%	15%	2
CC(=O)Nc1ccc(-c2ccc3nnc(C)n3n2)cc1	0	7%	0	-24%	2%	1%	0	6%	-1%	-7
COC(=O)c1ccc(C2C(C(=O)c3cc4ccccc4o3)=C(O)C(=O)N2CCCN(C)C)cc1 (stereo not drawn)	0	0%	0	?	-6%	1%	-4	1%	4%	-3
CCc1ccccc1NC(=O)CN1CCN(C(=O)C(C)NC(=O)c2ccc(Cl)cc2)CC1 (stereo not drawn)	/	/	0	4%	-2%	4%	-6	/	-1%	-12
O=C(CCS(=O)(=O)Cc1ccc(Cl)cc1)NCCc1ccccc1	1	0%	-2	?	0%	3%	6	?	4%	23
CN(CC(=O)Nc1cccc2ccccc12)C(=O)c1ccc(F)cc1F	/	/	-4	5%	-2%	5%	11	/	0%	12
O=C(Cc1ccc(Cl)cc1)Nc1ccc2c(c1)C(=O)NC2=O	0	6%	3	-13%	-11%	-10%	-2	6%	0%	36
O=S(=O)(NC(=NCc1ccccc1)c1ccccc1F)c1ccccc1	3	2%	27	-10%	-15%	-2%	-15	-1%	6%[11.5 µM]	10
O=C(CN1CCN(S(=O)(=O)c2ccc(F)cc2)CC1)Nc1ccc2c(c1)OCCO2	/	-1%	-27	1%	2%	4%	-13	1%	-2%	20
Cc1ccc(NC(=O)CC2Oc3ccc(C)cc3NC2=O)c(C)c1 (stereo not drawn)	0	0%	-3	0%	-1%	-3%	33[activator]	-2%	18%	0
Cc1ccc(-n2c(Cc3cccn3C)nnc2SCC(=O)N2CCc3ccccc32)cc1	2	-1%	11	0%	2%	/	-8	4%	5%	3
COc1ccccc1-c1sc2cc3c(cc2c1C#Cc1cncn1C)OCO3	/	/	1	-4%	-3%	4%	3	/	12%	-7
Cc1cc(OCC(=O)N(C)C2CCCCC2)cc(C)c1Cl	-5	0%	-2	?	-3%	-8%	-24	-7%	4%	-7
CCN1CCN(c2ccc(S(=O)(=O)N3CCCCC3)cc2NC(=O)c2cccc(C)c2)CC1	/	/	48	-2%	8%	4%	1	/	10%	8
O=C(Nc1ccc(NC(=O)c2ccco2)cc1)c1ccc2c(c1)OCCO2	0	0%	-9	5%	-3%	3%	-3	7%	-11%	8
COCCN1C2=C(COC(C)(C)C2)C(=S)NC1c1ccccc1 (stereo not drawn)	8	2%	8	-2%	-13%	-3%	17	4%	-11%	-2
Cc1ccc(-c2csc(N(C)C(=O)c3c(C)nn(-c4ccccc4)c3Cl)n2)cc1	-3	1%	-4	9%	-13%	11%	-8	-2%	14%	11
COC(=O)c1ccc(COc2ccccc2/C=C(\C#N)C(=O)Nc2c(C)cc(C)cc2C)cc1	-3	0%	-14	-23%	0%	-2%[46.1 µM]	5	15%	-4%	-12
Cn1c(SCC(=O)c2ccc3c(c2)Cc2ccccc2-3)nnc1-c1ccccc1	/	-5%	-15	?	1%	-2%	-6	31%[activator]	-5%	-7
CCOC(=O)/C(C#N)=N/Nc1ccccc1C#N	1	-1%	-7	?	1%	-8%	-14	18%	-7%	-10
